p53 PUMA act – mutant p53 pathway re-activators, primary screen, cell-based, SW480, luciferase, single point, HTS. SW480 PUMA-promoter luciferase, p53 mutant reactivation. activation, % at 9.98 µM. 1.5% of 28,000 active; in the data active = activation above about 52%
STK33 kin inh – STK33 kinase inhibitors, primary screen, biochemical, luminescence, ADP-Glo, MBP substrate; inhibition, % at 12.5 µM; 0.44% of 27,000 active; AID 2322, 2010; Serine/threonine-protein kinase 33 (Homo sapiens), Q9BYT3; in the data active = inhibition above about 20%
Target sequence (Q9BYT3 whole entry, looked up): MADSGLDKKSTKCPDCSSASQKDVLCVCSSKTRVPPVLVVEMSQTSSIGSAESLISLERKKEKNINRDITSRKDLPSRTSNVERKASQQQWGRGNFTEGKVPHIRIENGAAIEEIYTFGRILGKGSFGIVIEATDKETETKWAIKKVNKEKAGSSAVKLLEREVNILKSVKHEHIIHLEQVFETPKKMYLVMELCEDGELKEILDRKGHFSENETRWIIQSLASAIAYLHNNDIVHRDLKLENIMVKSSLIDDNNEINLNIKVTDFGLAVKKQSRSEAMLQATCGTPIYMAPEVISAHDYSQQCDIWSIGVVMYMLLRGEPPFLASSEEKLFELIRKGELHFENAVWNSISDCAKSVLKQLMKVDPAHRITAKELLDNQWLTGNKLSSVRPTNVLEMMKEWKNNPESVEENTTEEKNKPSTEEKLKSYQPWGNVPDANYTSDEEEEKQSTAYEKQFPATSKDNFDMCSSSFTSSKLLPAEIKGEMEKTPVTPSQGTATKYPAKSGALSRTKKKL
The depositor's hits bear a star; · = not tested or not shown; & = joins results of further samples. An excerpt. The share of hits here may be higher or lower than overall.

SMILES | p53 PUMA act | STK33 kin inh
Cc1noc(C)c1NC(=O)N(C)C[C@H]1Oc2ccc(NC(=O)Nc3ccc(C(F)(F)F)cc3)cc2C(=O)N([C@H](C)CO)C[C@@H]1C | · | 1.4
O=C(NCc1ccco1)C1CCCN(S(=O)(=O)c2ccccc2)C1 (centres undefined) | -15.8 | 0.3
CCOc1cc(C2c3c(oc4ccc(F)cc4c3=O)C(=O)N2CCc2ccc(OC)cc2)ccc1O (centres undefined) | -26.0 | ·
C[C@@H]1CN([C@H](C)CO)C(=O)c2cc(NS(=O)(=O)c3cccs3)ccc2O[C@H]1CN(C)C(=O)Nc1cccc2ccccc12 | · | -3.6
Cc1ccc(S(=O)(=O)N(C)C[C@H]2OCCCC[C@@H](C)Oc3ccc(NS(=O)(=O)c4ccc(Cl)cc4)cc3C(=O)N([C@H](C)CO)C[C@@H]2C)cc1 | · | 3.1
C[C@@H]1CCCCO[C@H](CN(C)CC2CCCCC2)[C@@H](C)CN([C@H](C)CO)C(=O)c2cc(NS(=O)(=O)c3cccs3)ccc2O1 | · | 7.7
COc1ccccc1NC(=O)CSc1ncnc2scc(-c3ccccc3)c12 | -8.3 | 2.2
CC1(C)Oc2ccc(C#N)cc2[C@@H](OC2=CC(=O)CC2)[C@@H]1O | 8.1 | 0.8
CCOc1cc(C)c(S(=O)(=O)NCc2cccnc2)cc1C | -11.7 | -2.3
N#Cc1c(C(F)(F)F)cc(-c2ccccc2)nc1SCC(=O)Nc1ccccc1C(F)(F)F | -34.1 | -2.0
CS(=O)CCC(NS(=O)(=O)c1ccccc1)C(=O)O (centres undefined) | 6.3 | -2.8
C[C@@H]1CCCCO[C@H](CN(C)Cc2ccc(C(=O)O)cc2)[C@@H](C)CN([C@H](C)CO)C(=O)c2cc(NC(=O)NC3CCCCC3)ccc2O1 | · | 0.5
CCOC(=O)c1c(NC(=O)c2ccc(-c3ccccc3[N+](=O)[O-])o2)sc2c1CCCC2 | -6.1 | -0.8
COCC(=O)Nc1ccc2c(c1)[C@H]1C[C@@H](CC(=O)N(C)C)O[C@H](CO)[C@H]1O2 | 12.2 | ·
CC(=O)c1cccc(NC(=O)CSC2=NCCS2)c1 | -2.2 | 0.3
C[C@H](CO)N1C[C@H](C)[C@@H](CN(C)C(=O)Nc2ccc(N3CCCCC3)cc2)OCc2cn(nn2)CCCC1=O | 10.0 | -2.0
C[C@@H]1CCCCO[C@H](CN(C)Cc2ccc(Cl)c(Cl)c2)[C@@H](C)CN([C@H](C)CO)C(=O)c2cc(NC(=O)NC3CCCCC3)ccc2O1 | · | -1.1
CCC(=O)N1C(CC(=O)Nc2ccc(F)cc2)C(=O)NC2CCCCC21 (centres undefined) | · | -1.4
C[C@H](CO)N1C[C@H](C)[C@@H](CN(C)Cc2ccc(C(F)(F)F)cc2)Oc2c(NC(=O)c3ccncc3)cccc2C1=O | -3.5 | ·
O=C(CSc1nc2ccccc2c(=O)n1-c1ccc(Cl)cc1)Nc1ccc(Cl)cc1Cl | -4.0 | 8.0

Continuation:
SMILES | p53 PUMA act | STK33 kin inh
O=C1CC2(CCCC2)CC(=O)N1CCCCN1CCN(c2ncccn2)CC1 | · | 0.6&-1.6
COCC(=O)N(C)C[C@@H]1Oc2ncc(C#Cc3ccc(OC)cc3)cc2C(=O)N([C@H](C)CO)C[C@@H]1C | 5.0 | ·
CCc1c(C)[nH]c2c1C(=O)C(CN1CCOCC1)CC2 (centres undefined) | 10.6 | 1.6
C[C@@H]1CCCCO[C@@H](CN(C)C(=O)CCC(F)(F)F)[C@@H](C)CN([C@H](C)CO)C(=O)c2cc(NC(=O)c3ccncc3)ccc2O1 | 12.4 | 7.3
COc1ccc(OCc2nnc3n2N=C(c2ccc(OC)c(OC)c2)C(c2ccccc2)S3)cc1 (centres undefined) | -19.7 | 1.5
C[C@H]1CN([C@@H](C)CO)C(=O)c2cc(C3=CCCCC3)cnc2O[C@@H]1CN(C)Cc1ccncc1 | 3.8 | ·
O=C(O)CCc1ccc(-c2ccc(Cl)cc2)n1-c1ccc(C(=O)O)cc1 | 8.7 | 3.6
CCc1ccc(-n2c(SCC(=O)Nc3ccc(F)cc3)nnc2-c2ccncc2)cc1 | 1.7 | 0.7
C[C@@H]1CN([C@@H](C)CO)C(=O)c2cc(NC(=O)CCC(F)(F)F)ccc2O[C@@H]1CN(C)CC1CCCCC1 | · | 0.5
C[C@H](O)CC1=C[C@H](O)[C@@H](C)OC1=O | 15.9 | -2.2
Cc1nc2ccc(NC(=O)Nc3ccnc4cccnc34)cc2o1 | 11.3 | ·
COc1ccc([Si](C)(C)[C@H]2[C@H](CCn3cc(CCO)nn3)O[C@@]3(C(=O)N(C)c4ccccc43)[C@@H]2C)cc1 | · | 3.7
C[C@@H]1CN([C@@H](C)CO)C(=O)c2cc(NS(=O)(=O)c3ccccc3)ccc2O[C@H]1CN(C)C | -6.4 | ·
O=c1cc(-c2ccc(O)cc2)oc2c(C3O[C@H](CO)[C@@H](O)[C@H](O)[C@H]3O)c(O)cc(O)c12 (some centres undefined) | 3.1 | 2.3
Cc1ccc2nsnc2c1NC(=O)COc1ccc([N+](=O)[O-])cc1 | 4.6 | -0.3
C[C@@H]1CN([C@H](C)CO)C(=O)Cc2cc(NC(=O)Nc3ccc4c(c3)OCO4)ccc2O[C@H]1CN(C)CC1CCCCC1 | · | -2.5
C[C@@H]1CN([C@@H](C)CO)C(=O)c2cc(NS(=O)(=O)c3cccs3)ccc2O[C@@H](C)CCCCO[C@H]1CN(C)S(=O)(=O)c1cccs1 | -6.4 | ·
C[C@@H]1CN([C@H](C)CO)C(=O)c2cc(NC(=O)NC3CCCCC3)ccc2O[C@H]1CN(C)Cc1ccc(C(=O)O)cc1 | 16.2 | ·
COc1ccc(S(=O)(=O)N(C)CC(=O)Nc2cccc(C(F)(F)F)c2)cc1OC | -14.6 | -4.6
COc1cccc(NC(=O)CSc2nnc(-c3ccccc3)n2-c2ccc(F)cc2)c1 | -25.6 | 6.9

One compound at a time, from the list above. Order of screens: p53 PUMA act	STK33 kin inh
Profile of Cc1ccc(S(=O)(=O)N(C)C[C@H]2OCCCC[C@@H](C)Oc3ccc(NS(=O)(=O)c4ccc(Cl)cc4)cc3C(=O)N([C@H](C)CO)C[C@@H]2C)cc1 = ·	3.1
Profile of C[C@@H]1CN([C@@H](C)CO)C(=O)c2cc(NC(=O)CCC(F)(F)F)ccc2O[C@@H]1CN(C)CC1CCCCC1 = ·	0.5

Carrying on.
SMILES | p53 PUMA act | STK33 kin inh
Cc1noc(C)c1NC(=O)N(C)C[C@@H]1Oc2ccc(NC(=O)Cc3cn(C)c4ccccc34)cc2CC(=O)N([C@@H](C)CO)C[C@H]1C | -0.3 | ·
C[C@H](CO)N1C[C@H](C)[C@H](CN(C)S(=O)(=O)c2cn(C)cn2)Oc2ccc(NC(=O)Cc3cn(C)c4ccccc34)cc2CC1=O | -4.9 | -1.5
CC(C)CC#Cc1ccc2c(c1)O[C@H](CN(C)C(=O)c1ccccn1)[C@@H](C)CN([C@H](C)CO)S2(=O)=O | -15.0 | ·
COc1ccc(-c2cc(=O)c3ccc(OC)cc3o2)cc1 | 65.9* | 3.7
C[C@@H]1CN([C@H](C)CO)C(=O)c2cccc(NS(=O)(=O)c3cn(C)cn3)c2O[C@H]1CN(C)S(=O)(=O)c1cccs1 | -0.7 | ·
O=C(COc1ccccc1)NC(=S)Nc1cccc(NC(=O)c2ccccc2Cl)c1 | -12.4 | 3.5
CCNC(=O)C1OC(n2cnc3c(N)nc(NCCc4ccc(CCC(=O)O)cc4)nc32)C(O)C1O (centres undefined) | 0.5 | ·
COc1ccc(S(=O)(=O)N(C)C[C@H]2Oc3ccc(NC(=O)Nc4ccc(C(F)(F)F)cc4)cc3C(=O)N([C@@H](C)CO)C[C@H]2C)cc1 | -50.4 | 2.0
O=C1COc2ccc(S(=O)(=O)NCCOc3ccccc3)cc2N1 | -9.2 | 1.8
C[C@H](CO)N1C[C@H](C)[C@H](CN(C)S(=O)(=O)c2ccc(Oc3ccccc3)cc2)OCc2cn(nn2)CCCC1=O | 8.2 | -1.9
O=C(COc1ccccc1[N+](=O)[O-])Nc1cc(Cl)ccc1C(=O)O | -23.4 | 4.1
C[C@H]1CN([C@@H](C)CO)C(=O)Cc2cc(NC(=O)Cn3cnnn3)ccc2O[C@@H]1CN(C)C(=O)NC1CCCCC1 | 5.7 | -4.6
C[C@@H]1CN([C@@H](C)CO)C(=O)c2cc(NC(=O)Cn3cnnn3)ccc2O[C@@H]1CN(C)Cc1ccc(-c2ccccc2)cc1 | · | 3.9
NC(=O)c1ccc(-c2nc(-c3ccc4c(c3)OCCO4)c(-c3ccccn3)[nH]2)cc1 | -11.6 | ·
O=C(C[C@H]1C[C@@H]2c3cc(NC(=O)C4CCOCC4)ccc3O[C@@H]2[C@@H](CO)O1)NCCc1ccccc1 | 5.8 | ·
COc1ccc(NC(=O)N(C)C[C@H]2Oc3ccc(NS(=O)(=O)c4ccccc4)cc3C(=O)N([C@H](C)CO)C[C@H]2C)cc1 | 7.9 | ·
CN(Cc1n[nH]c(=S)n1C)S(=O)(=O)c1ccccc1 | 10.7 | 0.7
C[C@H](CO)N1C[C@H](C)[C@@H](CN(C)C(=O)C2CC2)Oc2cc(C#Cc3ccccn3)ccc2S1(=O)=O | -8.3 | ·
O=[N+]([O-])c1ccc(NCCNS(=O)(=O)c2ccc(Cl)cc2)cc1 | -2.5 | 1.9
COC(=O)[C@]1(Cc2ccccc2N=[N+]=[N-])N=C(c2ccc(OCCCO)cc2)O[C@@H]1c1ccccc1 | · | 5.6

Next results.
SMILES | p53 PUMA act | STK33 kin inh
COc1c(O)cc2oc3cc(O)c(CC=C(C)C)c(O)c3c(=O)c2c1CC=C(C)C | · | -5.4
O=C(CN1C(=O)c2ccccc2S1(=O)=O)Nc1ccccc1Br | 19.2 | -2.2
COc1ccccc1CNC(=O)C[C@@H]1C[C@@H]2c3cc(NC(=O)Cc4ccncc4)ccc3O[C@@H]2[C@@H](CO)O1 | 3.9 | ·
CCCCCCC(=O)OC1OC(CO)C(O)C2OCC(C(=O)O)COC12 (centres undefined) | 7.9 | -3.7
CC(C)(C)c1cc(CNCCS(=O)(=O)O)c(O)c(C(C)(C)C)c1 | 10.2 | 0.4
C[C@@H]1CN([C@H](C)CO)C(=O)c2cc(NC(=O)CCN3CCOCC3)ccc2O[C@H]1CN(C)C(=O)Nc1ccc(F)cc1 | 6.2 | ·
C[C@@H]1CN([C@@H](C)CO)C(=O)Cc2cc(NC(=O)CCN3CCOCC3)ccc2O[C@@H]1CN(C)S(=O)(=O)c1cccs1 | 5.4 | 0.4
NC(=O)c1ccc(NCc2cccnc2)c([N+](=O)[O-])c1 | 14.9 | 5.6
C[C@@H]1CN([C@H](C)CO)C(=O)Cc2cc(NC(=O)Nc3cccc4ccccc34)ccc2O[C@@H]1CN(C)C(=O)Nc1ccccc1 | · | 3.5
C[C@@H]1CN([C@@H](C)CO)C(=O)c2cccc(NC(=O)Nc3cccc4ccccc34)c2O[C@H]1CN(C)C(=O)Nc1ccc(C(F)(F)F)cc1 | -5.8 | ·
C[C@@H]1CN([C@H](C)CO)C(=O)CCCn2nncc2CO[C@H]1CN(C)S(C)(=O)=O | · | 6.8
CC(=O)c1c(O)cc(O)cc1O | 10.6 | 0.0
COc1cc(/C=C/C(=O)N2CCC=CC2=O)cc(OC)c1OC | · | 2.1
COc1ccc(CN(C)C[C@H]2OCCCC[C@@H](C)Oc3ccc(NC(=O)Nc4c(C)noc4C)cc3C(=O)N([C@@H](C)CO)C[C@H]2C)cc1 | 8.5 | ·
COc1cc(S(=O)(=O)NCc2cccnc2)ccc1Br | 5.8 | 1.0
COc1ccc(OC)c(N(CC(=O)Nc2c(C)cc(C)cc2C)S(C)(=O)=O)c1 | -1.3 | 1.7
CNC[C@H]1Oc2ccc(NC(=O)Nc3ccc4c(c3)OCO4)cc2C(=O)N([C@@H](C)CO)C[C@H]1C | -3.5 | ·
Cc1nn(Cc2nnc(SCc3c(Cl)cccc3Cl)o2)c(C)c1Br | · | 4.7
C[C@@H]1CCCCO[C@H](CN(C)C(=O)Nc2ccccc2)[C@@H](C)CN([C@H](C)CO)C(=O)c2cc(NC(=O)c3ccccc3)ccc2O1 | 0.5 | 2.2
COc1ccccc1C#Cc1ccc2c(c1)O[C@H](CN(C)Cc1ccncc1)[C@@H](C)CN([C@@H](C)CO)S2(=O)=O | -69.7 | ·

(continued)
SMILES | p53 PUMA act | STK33 kin inh
COc1ccc(/C=C2/SC(=S)NC2=O)cc1COc1ccc(F)cc1F | 9.7 | ·
Cc1noc(C)c1S(=O)(=O)Nc1ccc2c(c1)C(=O)N([C@H](C)CO)C[C@H](C)[C@H](CN(C)Cc1ccccc1)O2 | 7.8 | 1.6
Cc1ccc(CC(c2nc3ccccc3[nH]2)C(C)c2nc3ccccc3[nH]2)cc1 (centres undefined) | -27.9 | 3.4
CC1Cc2ccc3c(c2C(O)C1)C(=O)c1cccc(O)c1C3O (centres undefined) | 0.2 | -0.4
Cc1ccc(S(=O)(=O)N(C)C[C@@H]2Oc3ccc(NC(=O)C4CCCCC4)cc3C(=O)N([C@H](C)CO)C[C@@H]2C)cc1 | · | -3.3
CC(C)(Oc1ccc(CCNC(=O)c2ccc(Cl)cc2)cc1)C(=O)O | · | -2.2

Part of the list above, field by field.
Cc1noc(C)c1S(=O)(=O)Nc1ccc2c(c1)C(=O)N([C@H](C)CO)C[C@H](C)[C@H](CN(C)Cc1ccccc1)O2
  p53 PUMA act: 7.8 | STK33 kin inh: 1.6
CC1Cc2ccc3c(c2C(O)C1)C(=O)c1cccc(O)c1C3O (centres undefined)
  p53 PUMA act: 0.2 | STK33 kin inh: -0.4
CC(C)(Oc1ccc(CCNC(=O)c2ccc(Cl)cc2)cc1)C(=O)O
  p53 PUMA act: · | STK33 kin inh: -2.2
Cc1ccc(CC(c2nc3ccccc3[nH]2)C(C)c2nc3ccccc3[nH]2)cc1 (centres undefined)
  p53 PUMA act: -27.9 | STK33 kin inh: 3.4

Source: PubChem
